# SSB-PriA inh = blocks PriA binding to SSB C-terminal tail; AlphaScreen SSBct-PriA binding, biotinylated peptide; inhibition, % at 33 µM; 430,000 tested, 0.6% active; AID 1272365; in the data active = inhibition mostly above about 37%, no sharp cut-off; inactive = mostly below about 20%;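 note: plate controls were negative control peptide for no effect and reference peptide for full effect; strong numbers were not always called active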
# Active calls of the source: *; & = joins results of further samples.
SMILES	SSB-PriA inh
COc1ccc(C=NNC(=O)c2ccccc2OCc2ccccc2)c(OC)c1	-7.5
O=C1C[C@H](NS(=O)(=O)c2cccs2)CN1C1CC1	-8.0
COc1ccc2nc(-c3cccc(NC(=O)c4cccc(OC)c4OC)c3)cn2n1	-6.0
CCc1nc(SCC(=O)Nc2nsc(-c3ccc(C(C)(C)C)cc3)n2)c2c3c(sc2n1)CCC3	-3.0
Cc1cc(NC(=O)Cc2ccc(F)cc2)n(-c2nc3c(cnn3-c3cccc(C)c3C)c(=O)[nH]2)n1	24.0
Oc1ccc(Br)cc1C=Nn1c(-c2ccccc2)n[nH]c1=S	8.3
O=C(Cn1c(=O)oc2ccccc21)NCC1(c2ccc(F)cc2)CC1	-32.0
CCOc1ccc(/C=C/C(=O)Nc2c(C)cc(C)cc2Cl)cc1OC	-19.0
O=C1CCCCN1c1ccc(NS(=O)(=O)CCc2ccccc2)cc1	-15.0
O=C(NCC(F)(F)F)c1ccc(-n2cncn2)nn1	-17.0
Cc1ccc(NC(=O)[C@H]2CCCN(c3cc(C4CC4)ncn3)C2)cc1F	-4.0
CS(=O)(=O)N1CCC(C(=O)Nc2nc(-c3ccc4c(c3)OCCO4)cs2)CC1	0.0
CN(C)c1ccc(C(=O)Nc2c3c(nn2C)CCC3)cc1	-7.0
CC(N)Cc1ccoc1 (configuration not stated)	-4.0
COC(=O)CSCC(=O)Nc1cc(C)cc(C)c1	-13.0&-7.0
CC(C)N1CCC(CNC(=O)C2CCCCC2)CC1	7.0
COc1ccccc1C(=O)NCC1CCN(Cc2cccs2)CC1	-20.0&-6.0
COc1ccc(CC(=O)N2CCN(c3ccc(-c4ccc(C)cc4)nn3)CC2)cc1	-2.0
O=C(CCN1CCN(C(c2ccccc2)c2ccccc2)CC1)NN=Cc1ccc(O)cc1	3.2
O=c1c(=Cc2ccccn2)sc2nc3ccccc3n12	-6.6
Cc1cc(NC(=O)c2cccc3[nH]ccc23)ccc1Br	10.0
CSc1ccc(CC(=O)Nc2ncnc3sccc23)cc1	-4.0
C=CCn1c(SCC(=O)Nc2ccccc2C(F)(F)F)nc2scc(-c3ccc(C)o3)c2c1=O	3.0
Cc1cc(=O)n(CC(=O)Nc2ccc(F)c(F)c2)c(N2CCCC2)n1	-4.0
CC(C)=NN=C1NC(=O)C(c2ccccc2)S1 (configuration not stated)	-10.4
O=C(NCC(=O)N1CC(S(=O)(=O)c2ccc(F)cc2)C1)c1ccccc1	-19.0
O=C(Nc1nnc(-c2ccc3c(c2)CCCC3)o1)c1ccccc1F	-7.0
CCOc1ccc(CC(=O)Nc2ccc(-c3ccc(N4CCCC4)nn3)cc2)cc1	0.0&3.0
COC(=O)c1c(NC(=O)/C(C#N)=C/c2ccccc2OC)sc2c1CCCC2	-16.0
CCn1c(SCc2nc(-c3ccccc3Cl)no2)nc2ccccc2c1=O	-18.0
O=C(CSc1nc2ccccc2n1Cc1ccc(Cl)cc1)NN=Cc1ccc(C(=O)O)cc1	-18.1
COc1ccc(S(=O)(=O)NC(C)C)cc1OC	-9.0
CS(=O)(=O)N1CCC(C(=O)NCc2cnn3ccccc23)CC1	-18.0
COc1ccccc1-c1cc(C(=O)NCCn2nc(-c3ccco3)n(C3CC3)c2=O)[nH]n1	-12.0
O=C(CCCSc1ccc(NC(=O)c2ccc(F)cc2)nn1)Nc1ccncc1	-1.0
CC(C)S(=O)(=O)NCC1CCN(Cc2ccccc2)CC1	-10.0
O=C(COn1nnc2ccc([N+](=O)[O-])cc21)Nc1nccs1	3.0
Cc1cc(=O)n(CC(=O)Nc2ccccn2)cn1	-5.0
COc1ccccc1-c1nnc2ccc(OCCNS(=O)(=O)c3cccs3)nn12	-15.0
COc1ccccc1N1CCN(N=Cc2ccccc2C(=O)O)CC1	-3.6
COC(=O)c1c(NC(=O)c2ccccc2F)sc2c1CC(C)(C)NC2(C)C	-11.0&-1.0
COc1ccc(Cl)cc1NC(=O)Cn1c(-c2nnc(C)o2)cc2ccccc21	-9.0
COC(=O)c1ccc(C=NNC(=O)c2ccc3nc[nH]c3c2)cc1	-13.9
O=C(Nc1nc(-c2ccc(Br)s2)cs1)c1ccc(Cl)s1	-7.0
Cc1occc1C(=O)NN=C/C=C/c1ccccc1[N+](=O)[O-]	6.9
CSC1=NC2(CCN(C(=O)Nc3ccccc3Cl)CC2)N=C1c1ccc(C)c(C)c1	-7.0
COC(=O)C1CCN(C(=O)Cn2cc(S(=O)(=O)c3ccccc3)c3ccccc32)CC1	-10.0
NC(=O)NC1CC(=O)N(c2ccccc2)C1 (configuration not stated)	-8.0
COc1cc(CNC(=O)c2cccc(-n3ccc4ccccc43)c2)cc(OC)c1OC	6.0
CC(C)(C)C(=O)Nc1ccc(C(=O)NN=Cc2ccccc2OC(=O)c2ccc(Cl)cc2)cc1	4.7
CN(C)S(=O)(=O)c1cccc(NC(=S)NN=CC(=O)c2ccccc2)c1	12.0
Cc1ccc(C(O)CNC(=O)C(=O)NCCC2=CCCCC2)o1 (configuration not stated)	-12.0
CS(=O)(=O)N1CCC(C(=O)Nc2ccc3c(c2)N(C(=O)c2cccs2)CC3)CC1	-4.0
COc1ccc(/C=C2\SC(=S)N(CC(=O)NN3CCOCC3)C2=O)cc1OC	-10.0
CC(C)OCCCNC(=O)NC1CC(=O)N(c2ccc(Cl)cc2)C1 (configuration not stated)	0.0
CC(=O)C(N)=NNc1cccc(Cl)c1	30.0
COc1cn(CC(=O)NCc2ccccc2Cl)c(CSc2nccn2C)cc1=O	-15.0
O=C(Nc1ccccc1Cl)C1(c2cccs2)CCCC1	-60.0
COCCN1C(=O)C2N=NN(c3ccccc3)C2C1=O (configuration not stated)	-12.0
CCC(=O)Oc1cccc(N2C(=O)C3CCCCC3C2=O)c1 (configuration not stated)	29.0

# Next compounds follow.
SMILES	SSB-PriA inh
Cc1ccc2nc(NC(=O)CCCn3nc(-c4cccs4)ccc3=O)sc2c1	-5.0&-1.0
O=C(NC[C@@H](c1cccs1)N1CCc2ccccc2C1)c1ccccc1F	-8.0
CCOc1ccc(C)cc1S(=O)(=O)NCCN1CCN(c2ccc(F)cc2)CC1	-1.0
O=S(=O)(NCc1cncc(-c2cccs2)c1)c1ccc2c(c1)CCO2	3.0
CC(Oc1ccc(-c2ccccc2)cc1)C(=O)NN=Cc1cccnc1 (configuration not stated)	-3.9
NCCc1csc2nncn12	-8.0
N#CC(C(=O)Oc1ccccc1)=C1C=CC=CN1	2.6
Cc1cccc(C=NN=Cc2cccc(C)c2)c1	-19.2
CN(C)c1cnnc(N2CCN(S(=O)(=O)c3ccccc3Cl)CC2)c1	-7.0
COCC(=O)N1CCC(COc2nc3ccccc3s2)CC1	-4.0
CS(=O)(=O)c1ccc(-c2ccc(NS(=O)(=O)c3ccccc3Cl)cc2)nn1	22.0
COc1cccc(Sc2ccccc2C=NNC(N)=O)c1	-9.4
O=C(NCc1cc(C2CC2)n(C2CCCC2)n1)c1cccs1	-1.0
CO[C@@H](CNC(=O)c1cccc2ccccc12)c1ccccc1C	-7.0
Nc1nc(N2CCN(c3ccccc3)CC2)ncc1C(=O)NCc1ccccc1	-5.0

# Next section; the last 3 above are carried over.
SMILES	SSB-PriA inh
O=C(NCc1cc(C2CC2)n(C2CCCC2)n1)c1cccs1	-1.0
CO[C@@H](CNC(=O)c1cccc2ccccc12)c1ccccc1C	-7.0
Nc1nc(N2CCN(c3ccccc3)CC2)ncc1C(=O)NCc1ccccc1	-5.0
O=C(COc1ccccc1)Nc1cnc(-n2ccnc2)nc1	-7.0
CC(NC(=O)Nc1cccc(Cl)c1)C(c1cccs1)N1CCOCC1 (configuration not stated)	-1.0
COc1ccc2c(c1)-c1nc(N=Cc3ccccc3O)sc1CC2	17.2
COc1ccc(CC(=O)N(C)CC2Cc3ccccc3CO2)cc1 (configuration not stated)	-5.0
COc1ccc(-c2noc(-c3ccc(CSc4ccccc4)o3)n2)cc1	-8.0
CCOC(=O)c1c(CC(C)C)csc1N=CC1C(=O)CC(C)(C)CC1=O	-8.8
O=C(c1ccc2c(=O)nc3c(-c4ccc(Cl)cc4)n[nH]n3c2c1)N1CCN(c2ccccc2)CC1	-20.0
O=C(Cc1ccccc1Cl)NCCOc1ccc2nnc(-c3ccccc3)n2n1	-5.0
Cn1nccc1-c1nnc(NC(=O)c2ccc(Br)o2)o1	5.0
O=C(NCCCn1ccnc1)C(=O)NCC1OCCN1S(=O)(=O)c1ccc([N+](=O)[O-])cc1 (configuration not stated)	80.0*
O=C(NCCCN1CCOC(c2ccccc2)C1)C(=O)NCc1ccc(Cl)cc1 (configuration not stated)	-7.0
O=C(Nc1cccc(Br)c1)[C@@H]1COCC(=O)N1Cc1cccs1	1.0
O=C(c1ccco1)N1CCCc2cc(NS(=O)(=O)c3ccc4c(c3)OCCO4)ccc21	6.0
CC(=O)N1CC(C(=O)NCC2CCCO2)C1 (configuration not stated)	1.0
COc1ccccc1OCC(=O)NCCCS(=O)(=O)N1CCN(c2ccccn2)CC1	-19.0
CSC1CC2CCC(C1)N2C(=O)C1CC1 (configuration not stated)	-5.0
COC(=O)CS[C@H]1CCN(C(=O)c2ccc3nsnc3c2)C1	3.0
CC(=NO)c1ccc2[nH]ccc2c1	-15.0
Cc1ccc2[nH]c(C(=O)NCCC3=CCCCC3)c(NC(=O)c3ccc(F)cc3)c2c1	5.0
COC(=O)NN=Cc1ccc(OC/C=C/c2ccccc2)cc1	-6.8
O=C(CSc1ccc(NC(=O)c2ccccc2F)nn1)NCCc1ccccc1	-4.0
Cc1cc(C)cc(NC(=O)c2n[nH]c3ccccc23)c1	-5.0
COc1ccc(Br)cc1S(=O)(=O)Nc1ccccc1C(=O)O	-6.0
O=C(Oc1cccc([N+](=O)[O-])c1)N1CCOCC1	1.0
O=S(=O)(NCCOc1ccc2nnc(-c3ccccc3)n2n1)c1ccc(F)c(Cl)c1	-6.0
COc1ccc2cc(C(=O)N3CCC(n4cc(-c5ccccc5)nn4)C3)[nH]c2c1 (configuration not stated)	-17.0
NC(=O)NN=C1c2cc(S(=O)(=O)N3CCCCCC3)ccc2-c2ccc(S(=O)(=O)N3CCCCCC3)cc21	-1.0
Cc1ccc2[nH]c3c(=O)n(CCC(=O)N4CCC(C(N)=O)CC4)cnc3c2c1	-9.0
CCN1C(=O)c2cccc3c(NC(=O)Cc4ccc(C(C)C)cc4)ccc1c23	-6.0
O=C(NCC1(c2cccs2)CCOCC1)c1cc2ccccc2s1	-11.0
Cc1ccc(C(=O)NC(=S)Nc2sc3c(c2-c2nc4ccccc4s2)CCCC3)cc1	4.0
CCSc1ccc(CC(=O)Nc2nc3ccc(F)cc3s2)cc1	0.0
c1csc(-c2noc(C3CN(Cc4ccc5c(c4)CCO5)C3)n2)c1	4.0
O=C(Cc1ccc(Cl)cc1)NCCn1ncccc1=O	-17.0
NC(=NO)c1ccccc1N1CCCCC1	0.1
O=C(NCc1nnc2ccc(-c3cccs3)nn12)c1ccsc1	2.0
O=C(Nc1ccc2c(c1)N(S(=O)(=O)c1cccs1)CCC2)c1cccs1	-4.0&4.0
COc1ccc(Cl)cc1S(=O)(=O)N1CCN(c2ccc(-c3ccco3)nn2)CC1	-4.0
CSc1nnc(-c2ccccc2NC(=O)c2ccc(C)c(S(=O)(=O)N3CCOCC3)c2)o1	12.0
CS(=O)(=O)c1ccccc1C(=O)Nc1sccc1C(N)=O	-11.0
Cc1ccc(C)c(NC(=S)NN=C2CCc3ccccc32)c1	9.4
Nc1ccc2[nH]c3ccccc3c2c1	7.0
O=C(COc1ccc(Cl)cc1Cl)NCc1nnc(SCC(=O)c2ccccc2)n1-c1ccc(Cl)c(Cl)c1	-4.0
COc1ccc(Cl)c2sc(NNC(=O)CCSc3ccc(F)cc3)nc12	5.0
CC(=O)Nc1ccc(CC(=O)N2CC(N3C(=O)C4CC=CCC4C3=O)C2)cc1 (configuration not stated)	-8.0
Cc1cccc(NC(=S)NCCc2cc3ccc(C)cc3[nH]c2=O)c1	2.0
O=C(NC1CC1)c1csc(NS(=O)(=O)c2ccccc2)n1	-12.0
Cc1ccc(-n2ncc3c(=O)[nH]c(=S)[nH]c32)cc1	-22.0
O=S(=O)(NCC#CCN1CCCC1)c1ccc(Br)s1	-17.0
O=C1N(c2ccc(Br)cc2)C2CS(=O)(=O)CC2N1c1ccc(Cl)c(Cl)c1 (configuration not stated)	-20.0
O=C(Cc1csc(Nc2ccc(F)cc2)n1)NC1CC1	-14.0
COc1cc(C)c(C(C)C)cc1S(=O)(=O)N1CCN(c2ccc(F)cc2)CC1	23.0
O=C(CCc1ccc(C(F)(F)F)cc1)NCCc1ccoc1	-9.0
CSc1ncccc1C(=O)NCC(O)c1cccn1C (configuration not stated)	-3.0
COc1cccc2sc(N3CC(OC(=O)c4ccc(F)cc4Cl)C3)nc12	-19.0
O=S(=O)(Cc1cccc(C(F)(F)F)c1)N1CCc2cnc(N3CCOCC3)nc2C1	-6.0
O=C(NCCc1cccs1)c1cc(N2CCCC2)ncn1	-4.0
CC(C)Cc1ccc(C(C)C(=O)NS(=O)(=O)c2ccc(N)cc2)cc1 (configuration not stated)	2.0
COc1ccc([N+](=O)[O-])cc1NC(=S)N1CCc2ccccc2C1	-13.0
Cc1ccc(COc2ccc(Br)cc2C=NO)cc1	-4.9
CCOc1ccc(-c2ccc(=O)n(CCCC(=O)Nc3nc(C)cs3)n2)cc1	20.0
O=[N+]([O-])c1ccc(C=NNc2nc(N3CCCCC3)nc(N3CCCCC3)n2)cc1	-3.3

# Assay outcomes: PubChem BioAssay, Small Molecule Screening Facility, UW Madison

# Only part of the results is shown; count on the stated rates, not on these rows.
